# Screening results (PubChem BioAssay)
# AGP1 TOR yeast: modulators of AGP1-GFP expression in yeast TOR pathway, primary screen, cell-based, multiplex flow cytometry, S. cerevisiae, MLPCN library; 3 h; GFP as percent of DMSO wells; GFP response vs DMSO, % at 10 µM; actives 0.02% (n = 320,000);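 active = GFP response relative to DMSO above a set limit, near screen average plus 3 SD, cut at about 150% in these data; inconclusive = fewer than 70 cells counted for the yeast strain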;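 also: median GFP channel fluorescence of the gated AGP1 strain per well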
# VLA-4 inh: inhibition in human VLA-4 binding assay, primary screen, VLA-4 allosteric modulator project, MLPCN library, flow cytometry, VLA-4 expressing cells. ligand binding flow cytometry. inhibition, % (about 7 µM as worked out from the volumes in the protocol). Integrin alpha-4 (Homo sapiens), P13612. AID 2557, 2010. actives 0.2% (n = 330,000); in the data active = inhibition above about 50%
# Target sequence (P13612 whole entry, looked up): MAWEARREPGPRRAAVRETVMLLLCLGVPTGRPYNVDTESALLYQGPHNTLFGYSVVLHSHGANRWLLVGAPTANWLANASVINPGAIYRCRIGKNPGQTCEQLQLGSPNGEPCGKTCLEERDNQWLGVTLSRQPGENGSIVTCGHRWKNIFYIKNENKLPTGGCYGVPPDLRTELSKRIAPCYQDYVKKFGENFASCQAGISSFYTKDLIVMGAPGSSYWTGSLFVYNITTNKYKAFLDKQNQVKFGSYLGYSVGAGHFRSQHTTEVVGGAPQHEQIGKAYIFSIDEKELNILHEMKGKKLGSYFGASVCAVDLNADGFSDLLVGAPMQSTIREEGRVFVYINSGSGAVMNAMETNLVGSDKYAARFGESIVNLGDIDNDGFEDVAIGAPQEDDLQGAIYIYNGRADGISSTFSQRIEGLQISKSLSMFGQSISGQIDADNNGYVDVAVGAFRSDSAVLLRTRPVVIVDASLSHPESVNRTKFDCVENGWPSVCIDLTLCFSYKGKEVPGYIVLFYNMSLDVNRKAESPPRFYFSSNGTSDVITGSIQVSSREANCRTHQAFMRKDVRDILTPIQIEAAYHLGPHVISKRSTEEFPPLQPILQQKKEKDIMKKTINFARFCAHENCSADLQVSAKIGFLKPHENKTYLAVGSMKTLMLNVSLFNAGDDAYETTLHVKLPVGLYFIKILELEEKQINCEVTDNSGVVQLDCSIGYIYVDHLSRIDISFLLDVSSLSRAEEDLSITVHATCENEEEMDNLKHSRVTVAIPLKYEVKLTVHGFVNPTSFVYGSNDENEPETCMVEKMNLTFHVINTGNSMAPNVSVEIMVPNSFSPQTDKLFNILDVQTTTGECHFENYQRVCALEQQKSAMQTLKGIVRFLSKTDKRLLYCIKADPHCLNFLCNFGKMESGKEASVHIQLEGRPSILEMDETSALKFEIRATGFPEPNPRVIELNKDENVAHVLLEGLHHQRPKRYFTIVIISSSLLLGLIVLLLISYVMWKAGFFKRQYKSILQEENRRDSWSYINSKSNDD
# GRK2 aptamer HTS: compounds blocking aptamer binding on GRK2 – biochemical, human GRK2, bead flow cytometry, HTS, primary screen; AID 488847, 2010; actives 0.59% (n = 330,000); inhibition of aptamer binding, % at 10 µM; Beta-adrenergic receptor kinase 1 (Homo sapiens), P25098; FAM-aptamer displacement from GRK2;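 active = inhibition of aptamer binding above 40%, roughly 3 SD of noise, on plates passing a quality check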;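 also: median bead fluorescence of bound FAM aptamer so fluorescent compounds give negative values; no value below 0 was filed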
# MEP2 TOR yeast: modulators of MEP2-GFP levels in yeast, primary screen, S. cerevisiae, multiplex flow cytometry, MLPCN library; S. cerevisiae MEP2-GFP strain, 3 h; 100% = DMSO control level; GFP response vs DMSO, % at 10 µM; actives 0.51% (n = 330,000);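 active = GFP response versus DMSO above a set limit, roughly screen mean plus 3 SD, cut at about 180% in these data; inconclusive = fewer than 70 cells counted for a yeast strain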;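 also: median GFP fluorescence of the barcode-gated MEP2-GFP cells per well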
# Yeast superoxide: reduction of superoxide in aged yeast, primary screen, HTS; S. cerevisiae aged cells, superoxide DHE fluorescence; stronger effect = lower value; superoxide response (% of plate mean), % at 10 µM; actives 0.18% (n = 330,000); AID 2690, 2010;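 active = superoxide response under a set limit, about three screen SD below normal, cut at about 65% in these data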;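 also: yeast aged for seven days with compound at 30 °C before DHE staining; 100% = average MFI of all compound-treated wells on the plate with controls excluded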
# LAP4 TOR yeast: modulators of LAP4-GFP expression in yeast, primary screen, S. cerevisiae, multiplex flow cytometry, MLPCN library; 3 h; median GFP as percent of DMSO wells; GFP response vs DMSO, % at 10 µM; actives 0.34% (n = 320,000); AID 2023, 2009;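 active = GFP response vs DMSO above a set limit, about the screen mean plus 3 SD, cut at about 150% in these data; inconclusive = under 70 cell events counted for the yeast strain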
# RPL19A TOR yeast: RPL19A-GFP expression modulators in yeast, primary screen, cell-based, S. cerevisiae, multiplex flow cytometry, MLPCN; actives 0.3% (n = 330,000); percent response vs DMSO, % at 10 µM; S. cerevisiae RPL19A-GFP strain, 3 h; stronger effect = lower value;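 active = percent response vs DMSO below 50%; inconclusive = fewer than 70 events counted for the yeast strain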;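 also: median channel GFP fluorescence of the barcoded RPL19A-GFP strain; ratio of sample median GFP to plate DMSO average so 100% = DMSO; lower means less RPL19A-GFP as with rapamycin TOR inhibition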
# CIT2-GFP yeast: modulators of CIT2-GFP expression in yeast, primary screen, S. cerevisiae, GFP fusion, multiplex flow cytometry, MLPCN library; S. cerevisiae CIT2-GFP strain, 3 h; 100 means same as DMSO wells; GFP response vs DMSO, % at 10 µM; actives 0.065% (n = 320,000); AID 2029, 2009;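 active = GFP response relative to DMSO above a set limit, near the screen mean plus 3 SD, cut at about 150% in these data; inconclusive = Fewer than 70 cells measured for a yeast strain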;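 also: ratio of well median GFP fluorescence to mean of DMSO wells on the plate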
# Starred values were filed as active, the others as inactive; i = inactive; ? = inconclusive; · = not tested or not shown.
SMILES	AGP1 TOR yeast	VLA-4 inh	GRK2 aptamer HTS	MEP2 TOR yeast	Yeast superoxide	LAP4 TOR yeast	RPL19A TOR yeast	CIT2-GFP yeast
COc1cc(/C=N/NC(=O)c2ccccc2)ccc1O	106	-4	2	114	95	87	112	118
Cc1ccc(NC(=O)c2ccc3nsnc3c2)c(Cl)c1	109	-3	10	116	89	108	108	108
Cc1ccc(-c2nnc(N3CCCCC3)c3ccccc23)cc1	104	-8	4	93	88	109	96	98
COc1ccc(N2CC(C(=O)NCCc3ccc(OC)c(OC)c3)CC2=O)cc1 (stereo not drawn)	103	5	4	104	97	102	108	106
CCn1c(SCC(=O)Nc2ccc3c(c2)OCCO3)nnc1C1CC1	97	-21	1	97	97	88	101	94
COc1cc(NC(=O)C2CCCN2C(=O)C2CCC(C)CC2)cc(OC)c1OC (stereo not drawn)	107	2	1	113	97	103	105	114
CCCC(=O)NCCc1cc(OC)c(OC)cc1Br	101	9	0	101	89	96	107	97
COc1ccccc1CNC(=O)CN1C(=O)COc2ccc(S(=O)(=O)NC3CCCC3)cc21	94	9	0	94	91	90	93	94
O=C(Cn1c(=O)oc2ccccc21)Nc1ccc2c(c1)OCCO2	93	7	1	93	84	92	95	90
CCOC(=O)/C(C#N)=C1\CCCN1CC(N)=S	107	10	1	102	103	98	103	99
Nc1nc(CCl)nc(N(c2ccccc2)c2ccccc2)n1	108	0	0	97	105	120	99	100
CC1=NOC(=O)/C1=C/c1ccc(O)c(Br)c1	100	-3	3	105	87	93	105	93
C#CC[N+](C)(C)CCCCCCCCCC	105	-14	0	103	108	96	107	104
COc1ccc(NS(=O)(=O)c2cccc(C(=O)NCC3(N(C)C)CCCCC3)c2)cc1	105	11	0	100	111	110	99	99
CC(=O)NCCn1c(SCc2cc(F)ccc2F)nc2ccccc2c1=O	97	-3	3	106	118	99	104	94
CC(C)C[C@H]1CNC(=O)C(=O)N1C[C@H](C)NC(=O)Cc1ccccc1	86	20	2	95	105	125	97	94
Cc1cc(NC(=O)CSc2nnnn2-c2ccc(C)c(Cl)c2)no1	100	5	0	107	102	103	102	101
c1ccc2sc(N3CN(CCN4CCOCC4)CN(c4nc5ccccc5s4)C3)nc2c1	99	-9	31	103	89	98	102	104
CC(C)(C)NC(=O)COC(=O)c1ccc(F)cc1Cl	100	-3	0	97	102	109	99	96
COc1ccccc1-c1nc(-c2ccc(Br)cc2)no1	101	5	1	103	109	101	98	·
Cc1ccc(NC(=O)COc2ccccc2C(N)=O)cc1S(=O)(=O)N1CCCCCC1	94	7	0	88	108	95	98	94
O=C(Cn1nnc2ccccc2c1=O)NCc1ccc(Cl)cc1	96	0	0	103	106	108	97	97
O=C(Nc1ccn(Cc2c(F)c(F)c(F)c(F)c2F)n1)c1cccc(Cn2cc([N+](=O)[O-])cn2)c1	100	2	0	88	90	107	100	98
COc1ccc2[nH]c(=O)c(CN(Cc3cccnc3)S(=O)(=O)c3ccccc3F)cc2c1	99	6	3	99	103	99	98	100
O=C(Cn1nc(C(=O)O)c2ccccc2c1=O)Nc1ccccc1C(F)(F)F	104	6	0	108	94	101	105	105
COc1ccc2sc(-c3ccc(S(C)(=O)=O)cc3)c(-c3ccc(C(N)=O)cc3)c2c1	97	10	1	91	120	108	94	90
COCCCNC(=O)c1nc2ccccc2c(=O)n1NC(=O)Nc1c(Cl)cccc1Cl	107	-5	0	101	85	98	103	103
Cc1cc(Cl)ccc1N=c1ssnc1Cl	85	6	3	109	108	157*	93	100
CCc1c(C)nc(N2CCN(c3ccccc3F)CC2)[nH]c1=O	100	-5	1	103	112	92	107	103
COc1ccc(C(=O)NNC(=O)c2ccc(C(C)(C)C)cc2)cc1	101	2	0	100	93	103	96	102
CCOC(=O)CSc1nc2cc(C(=O)N3CCCC3)ccc2c(=O)n1Cc1ccccc1	97	-10	0	102	101	94	99	102
COc1ccc(C2c3c(ncn(CCCO)c3=N)Oc3ccc4ccccc4c32)cc1 (stereo not drawn)	108	15	0	103	104	114	100	99
CN(C)CCCN(C(=O)c1ccco1)c1nc2ccc(Br)cc2s1	109	21	0	104	115	106	99	100
COc1cc(O)c(CC=C(C)C)c(O)c1C(=O)CCc1ccc(O)cc1	87	17	0	104	91	111	94	98
CC(Sc1nnc(-c2ccco2)n1C)C(=O)NC1CCCC1 (stereo not drawn)	96	7	0	93	82	91	93	92
CCN(CC)C(=O)C1CCCN(c2ccc([N+](=O)[O-])cc2)C1 (stereo not drawn)	108	-3	3	99	91	104	101	108
O=C(Nc1ccccc1)Nc1cccc2ccccc12	88	11	0	104	101	95	102	97
COCCNC(=O)CN1C(=O)CSc2ncccc21	104	39	0	107	99	99	101	111
CN1C[C@@H]2C[C@@H](c3ccc(C#CC(C)(C)O)s3)N3CCC[C@@]23C1=O	98	-1	0	100	76	100	101	98
Cc1nc(C2CCCCC2)c(-c2ccccc2)c(N2CCOC2=O)c1C	92	-2	0	94	91	108	104	89
COc1cc(C#Cc2ccc3cc(CCCO)oc(=O)c3c2)cc(OC)c1	88	11	0	86	89	108	96	83
Cc1ccnc(SCC(=O)c2cccs2)n1	97	7	4	91	108	112	100	83
CC(Sc1nccn1C)C(=O)Nc1ccc(Cl)cn1 (stereo not drawn)	94	25	3	98	100	92	87	84
COc1ccc(CN2C(=O)N(c3ccc(OC)cc3)C(=O)C2CC(=O)Nc2ccccc2)cc1 (stereo not drawn)	110	-2	0	112	79	108	100	124
COc1nc(-c2ccccc2Cl)ccc1C#N	98	-3	0	100	79	106	99	98
CC1CCCC(C)N1C(=S)NCc1ccco1 (stereo not drawn)	101	10	0	100	124	125	98	95
CC(C)(C)c1ccc(OCC(=O)NCc2ccco2)c(Br)c1	87	7	0	93	85	109	96	80
CCOC(=O)c1ccc(Nc2ccc([N+](=O)[O-])cn2)cc1	101	8	0	105	116	107	103	100
Cc1cc(C)c2sc(NC(=O)c3ccc(N4C(=O)CCC4=O)cc3)nc2c1	105	6	2	102	99	101	98	102
O=C(NCc1ccccc1)C1CCCN(S(=O)(=O)c2cccc3nsnc23)C1 (stereo not drawn)	101	18	1	111	95	114	96	96

# Remaining list, next part
SMILES	AGP1 TOR yeast	VLA-4 inh	GRK2 aptamer HTS	MEP2 TOR yeast	Yeast superoxide	LAP4 TOR yeast	RPL19A TOR yeast	CIT2-GFP yeast
CCOC(=O)c1c(NC(=O)CCC(=O)O)sc2c1CCCCC2	86	10	0	98	90	104	95	80
COc1cc(OC)cc(C(=O)NCCSCc2ccc(Cl)cc2)c1	96	-17	3	101	91	87	104	106
COc1cc(CCC(=O)N2CC(C)OC(C)C2)cc(OC)c1OC (stereo not drawn)	100	25	0	107	98	96	100	96
O=C(NC(=S)Nc1ccc(S(=O)(=O)Nc2ncccn2)cc1)c1cccc(Br)c1	107	3	0	102	101	124	101	98
CCOC(=O)c1cnc(SCCc2ccccc2)nc1N	101	2	3	105	104	101	104	105
Cc1cccc2c(=O)c(C(=O)N3CCCCCC3)c[nH]c12	109	8	0	108	97	99	101	106
Fc1cccc(-c2cc3nc(-c4ccccc4)cc(N4CCC5(CC4)OCCO5)n3n2)c1	93	-11	2	87	100	112	94	105
C/C(=C\c1ccccc1)C1Nc2cccc3cccc(c23)N1	93	-14	0	96	79	125	88	83
CCOc1cccc(C(=O)Nc2ccc(S(=O)(=O)Nc3cc(C)on3)cc2)c1	105	-22	0	94	109	98	99	105
O=C(C[C@H]1C/C=C\CC[C@H](Cc2ccc(F)cc2)C(=O)OC[C@H]2CCCN2C1=O)NCCO	94	8	18	95	123	96	91	93
[O-][n+]1c2c(c3c4non(O)c4ccc31)CCCC2	96	-1	0	105	79	108	100	114
Cc1ccc(C(=O)OCC(=O)Nc2ccc3c(c2)OCO3)c(O)c1	103	8	0	99	99	100	96	101
COC(=O)c1cc(NC(=O)Nc2ccccc2OC)cc(C(=O)OC)c1	102	7	0	96	104	99	98	101
CCOc1ccccc1NC(=O)C1CCCN(C(=O)NCc2ccccc2)C1 (stereo not drawn)	105	9	1	101	79	101	103	·
O=C1CCCN1c1nccs1	106	-12	3	108	99	108	99	111
O=C(Oc1cccc2cccnc12)c1cccs1	102	7	2	105	85	95	98	98
Cc1ccccc1NC(=S)NCC(c1cccnc1)N(C)C (stereo not drawn)	100	11	0	104	106	109	100	96
O=C(Nc1nc2cc3c(cc2s1)OCO3)C1CC1	106	-3	0	107	116	102	108	96
O=C(N/N=C\c1cccnc1)c1ccc(Br)s1	85	16	3	103	100	82	114	87
COC(=O)CNC(=O)COC(=O)c1ccc(Cl)nc1	101	-9	18	97	74	96	103	102
CC1CCN(c2nc3c(c(=O)n(C)c(=O)n3C)n2Cc2ccccc2)CC1	90	7	11	89	98	98	92	101
Cc1cc(F)ccc1NS(=O)(=O)c1cccc2nsnc12	104	6	5	96	83	95	102	110
O=C1C2C3c4ccccc4C(c4ccccc43)C2C(=O)N1Cc1cccnc1 (stereo not drawn)	103	-6	1	104	101	100	101	101
Cc1ccc(CNCCC2=CCCCC2)cc1	103	-2	0	106	84	102	96	102
Cc1ccc(/C=C/C(=O)Nc2nn[nH]n2)o1	93	-11	25	96	98	89	96	93
CCOC(=O)c1cc(C#N)c(Oc2ccccc2)nc1-c1ccccc1	97	-4	2	100	80	97	99	104
CC(C)CN(C(=O)c1cccc([N+](=O)[O-])c1)c1c(N)n(CC(C)C)c(=O)[nH]c1=O	104	2	0	106	95	88	98	99
O=c1[nH]cnc2c1c(-c1ccccc1)cn2-c1ccc(Br)cc1	106	14	0	102	97	82	107	113
O=C(COc1ccc2ccccc2c1)Nc1ccc(Cc2ccncc2)cc1	94	11	0	104	93	103	94	95
COCCCN1C(=O)C(=O)/C(=C(/O)c2ccc(OC(C)C)cc2)C1c1cccnc1 (stereo not drawn)	95	0	0	96	97	95	97	97
COc1ccc2c(CC(=O)Nc3ccccc3N3CCOCC3)coc2c1	104	1	1	109	i	106	100	99
NS(=O)(=O)c1ccc(CNC(=O)/C=C/c2c(Cl)cccc2Cl)cc1	98	4	0	101	81	95	101	95
CC(C)CC1NC(=O)N(Cc2cc(=O)n3ccsc3n2)C1=O (stereo not drawn)	92	3	0	?	82	81	105	102
O=C(CSc1nncs1)NCCCc1ccccc1	98	-1	4	98	99	97	94	96
O=C(Nc1ccccc1)c1sc2cc(C(F)(F)F)cnc2c1-c1cccs1	103	14	0	98	97	101	100	97

# Arranged by SMILES length (high to low): some entries from above.
SMILES	AGP1 TOR yeast	VLA-4 inh	GRK2 aptamer HTS	MEP2 TOR yeast	Yeast superoxide	LAP4 TOR yeast	RPL19A TOR yeast	CIT2-GFP yeast
COCCCN1C(=O)C(=O)/C(=C(/O)c2ccc(OC(C)C)cc2)C1c1cccnc1 (stereo not drawn)	95	0	0	96	97	95	97	97
O=C(COc1ccc2ccccc2c1)Nc1ccc(Cc2ccncc2)cc1	94	11	0	104	93	103	94	95
O=C(CSc1nncs1)NCCCc1ccccc1	98	-1	4	98	99	97	94	96
